# PI4K2A block = qHTS for small molecular inhibitors of PI4K2A. Phosphatidylinositol 4-kinase type 2-alpha (Homo sapiens), Q9BTU6. purified PI4K2A, ADP-Glo luminescence, 1 h; active compounds read low. activity change, negative = inhibition, % at 76.9 µM. 420,000 tested, 0.13% active; in the data active means activity change below about -50%; inconclusive means mostly about -30% to -49%;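 further: -100% = wells without enzyme as full effect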
#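 PI4K2A activity was measured by ADP-Glo luminescence: enzyme (4 ug/mL stock) and phosphatidylinositol (1.2 mM stock) in Tris pH 7.5/MgCl2/EGTA/Triton X-100 buffer were reacted with ATP (300 microM stock) for one hour at ambient temperature.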
# GLS inhibitor = qHTS for Inhibitors of Glutaminase (GLS) | Glutaminase kidney isoform, mitochondrial (Homo sapiens), O94925 | GLS enzymatic activity, qHTS titration | Potency, µM (titrated, usually from 45.5 µM), without a hit: at the top dose activity change, negative = inhibition, hits mostly inhibitors | 410,000 tested, 0.21% active | AID 624170, 2012; further: potency means the concentration at half of the fitted maximal effect; on the % scale 0 is the no-effect control and ±100 the full control effect
# Target sequence (O94925 whole entry, looked up, canonical isoform): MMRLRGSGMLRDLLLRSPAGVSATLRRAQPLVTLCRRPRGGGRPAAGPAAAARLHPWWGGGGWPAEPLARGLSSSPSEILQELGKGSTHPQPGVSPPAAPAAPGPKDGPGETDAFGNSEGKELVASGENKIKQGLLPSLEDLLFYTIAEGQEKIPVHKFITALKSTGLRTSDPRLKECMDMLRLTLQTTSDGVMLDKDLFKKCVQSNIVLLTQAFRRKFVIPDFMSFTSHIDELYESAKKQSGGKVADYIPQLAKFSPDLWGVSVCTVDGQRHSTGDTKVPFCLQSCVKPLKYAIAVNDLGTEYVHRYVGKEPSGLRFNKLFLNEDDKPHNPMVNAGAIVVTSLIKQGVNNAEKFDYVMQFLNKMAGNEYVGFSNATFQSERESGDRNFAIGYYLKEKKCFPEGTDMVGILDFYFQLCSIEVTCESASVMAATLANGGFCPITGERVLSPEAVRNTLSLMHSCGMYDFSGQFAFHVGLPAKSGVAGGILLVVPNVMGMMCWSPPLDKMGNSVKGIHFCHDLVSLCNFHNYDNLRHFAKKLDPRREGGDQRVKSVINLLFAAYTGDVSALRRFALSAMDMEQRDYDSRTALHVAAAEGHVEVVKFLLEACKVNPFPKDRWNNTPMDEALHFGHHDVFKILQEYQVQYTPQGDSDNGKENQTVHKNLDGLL
#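 Assay buffer: 45 mM KH2PO4 pH 8.2, 0.02% Tween-20. hKGA acts on L-glutamine (1 mM solution added); product glutamate is reported by an oxidase/peroxidase Amplex Red coupling, with fluorescence taken at baseline and 30 min.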
# HP1b chromo inh = HTS for Inhibitors of HP1-beta Chromodomain Interactions with Methylated Histone Tails. Chromobox protein homolog 1 (Homo sapiens), P83916. AlphaScreen HP1-beta / biotin-H3K9me3 peptide binding. Potency, µM (doses to about 114 µM), without a hit: at the highest dose activity change, negative = inhibition, actives largely listed as inhibitors. 390,000 tested, 0.56% active; further: potency means the concentration at half of the fitted maximal effect; nearly all actives have a fitted effect of over 70% in size; inactives centre near 23
# Target sequence (P83916 whole entry, looked up): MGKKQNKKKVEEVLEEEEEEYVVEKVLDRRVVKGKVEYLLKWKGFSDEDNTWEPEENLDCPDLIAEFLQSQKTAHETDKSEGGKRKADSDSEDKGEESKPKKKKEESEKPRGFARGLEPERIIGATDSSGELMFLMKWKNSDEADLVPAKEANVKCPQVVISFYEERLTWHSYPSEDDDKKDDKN
#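 Compound inhibition of the preformed complex between 50 nM HP1-beta and 50 nM biotinylated H3K9me3 peptide was read by AlphaScreen. Buffer was PBS pH 7.4 with 0.01% Tween-20. Incubations ran 30 min at room temperature, with 10 ug/mL donor/acceptor beads.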
# TrxR1 inh = qHTS Assay for Inhibitors of Mammalian Selenoprotein Thioredoxin Reductase 1 (TrxR1): qHTS. Thioredoxin reductase 1, cytoplasmic (Rattus norvegicus), O89049. recombinant rTrxR1, NADPH fluorescence consumption, selenite substrate. Potency, µM (titrated, usually from 114 µM), for inactives: top-dose activity change, negative = inhibition, usual class: inhibitors. 390,000 tested, 1% active. AID 588453, 2011; further: potency means the concentration at half of the fitted maximal effect; on the % scale 0 is the no-effect control and ±100 the full control effect; nearly all actives have a fitted effect of over 65% in size
#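 Rat TrxR1 (90 nM in the dispensed reagent) was pre-reduced with 400 uM NADPH for 5 min at room temperature, then incubated with compound for 15 min. After 400 uM selenite was added, NADPH fluorescence (Ex 340/Em 450 nm) was followed for 8 min.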
# Pin1 inh = qHTS Assay to Find Inhibitors of Pin1; Peptidyl-prolyl cis-trans isomerase NIMA-interacting 1 (Homo sapiens), Q13526; Pin1 FP peptide displacement, HiFluor488, 10 min; Potency, µM (highest dose often 115 µM), for inactives: top-dose activity, negative = inhibition, hits mostly inhibitors; 390,000 tested, 0.009% active; active means well fitted inhibition curve with a large enough effect in the polarisation, with a control signal flat, not every such curve was filed as active; inconclusive means small, poorly fitted or top-dose-only effect, or effect the other way, or a change in a side signal; inactive means no such curve, though single readings can be large or run the other way; the % refers to the polarisation; further: potency means the concentration at half of the fitted maximal effect; on the % scale 0 is the no-effect control and ±100 the full control effect
# Target sequence (Q13526 whole entry, looked up): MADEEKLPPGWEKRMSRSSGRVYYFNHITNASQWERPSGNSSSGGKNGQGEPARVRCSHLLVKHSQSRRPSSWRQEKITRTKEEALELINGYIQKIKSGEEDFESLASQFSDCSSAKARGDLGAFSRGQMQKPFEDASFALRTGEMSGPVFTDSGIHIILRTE
# TrxR1 substrate = qHTS Assay for Substrates of Mammalian Selenoprotein Thioredoxin Reductase 1 (TrxR1): qHTS; Thioredoxin reductase 1, cytoplasmic (Rattus norvegicus), O89049; 390,000 tested, 0.01% active; Potency, µM (top dose mostly 114 µM), inactives show at the top dose activity change, negative = substrate turnover; purified TrxR1 substrate turnover, NADPH consumption readout; AID 588456, 2011; further: potency means the concentration at half of the fitted maximal effect; on the % scale 0 is the no-effect control and ±100 the full control effect; nearly all actives have a fitted effect of over 50% in size
#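 Rat TrxR1, dispensed at 90 nM, was prereduced with 400 uM NADPH (final) for 5 min at ~22 deg C, then incubated with compound 15 min before 400 uM selenite. A first-read NADPH fluorescence drop versus no-compound background flagged substrates.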
# mIDH1 inhibitor = qHTS for Inhibitors of mutant isocitrate dehydrogenase 1 (IDH1): qHTS | Potency, µM (series often up to 76.6 µM), inactives show at the highest dose activity change, negative = inhibition, most hits filed as inhibitors | AID 602179, 2012 | 390,000 tested, 0.093% active | Isocitrate dehydrogenase [NADP] cytoplasmic (Homo sapiens), O75874 | IDH1-R132H enzyme, NADPH consumption, diaphorase/resazurin fluorescence; further: potency means the concentration at half of the fitted maximal effect; on the % scale 0 is the no-effect control and ±100 the full control effect; nearly all actives have a fitted effect of over 65% in size
#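 IDH1-R132H (0.5 ug/mL) preincubated 30 min with compound, then NADPH (0.016 mM) and alpha-KG (2 mM) added; 80 min at RT, pH 7.5. Remaining NADPH coupled via diaphorase/resazurin to fluorescence (540/590 nm); concentration-response curves normalized to no-enzyme control.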
# USP1 inh = Inhibitors of USP1/UAF1: Primary Screen. Ubiquitin carboxyl-terminal hydrolase 1 (Homo sapiens), O94782. recombinant USP1/UAF1, Ub-Rhodamine cleavage fluorescence. Potency, µM (series often up to 57.1 µM), for inactives: at the top dose activity change, negative = inhibition, actives largely listed as inhibitors. 390,000 tested, 0.23% active. AID 743255, 2014; further: potency means the concentration at half of the fitted maximal effect; on the % scale 0 is the no-effect control and ±100 the full control effect; nearly all actives have a fitted effect of over 60% in size; inactives centre near -12
#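 1 nM enzyme complex + cpd, 15 min RT; start with Ub-Rho 150nM final; kinetic fluorescence ex 480/em 540, 6 reads q60 s. Buffer 50mM HEPES pH 7.8, 0.5mM EDTA, 0.1 mg/ml BSA, 1mM TCEP, 0.01% Tween-20.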
# Tb PGK inh = qHTS Assay to Find Inhibitors of Phosphoglycerate Kinase; 380,000 tested, 0.043% active; Potency, µM (doses to about 57.5 µM), without a hit: at the highest dose activity change, negative = inhibition, actives largely listed as inhibitors; Phosphoglycerate kinase, glycosomal (Trypanosoma brucei brucei), P07378; AID 602233, 2012; PGK/GAPDH coupled, Kinase-Glo luminescence, 60 min; further: potency means the concentration at half of the fitted maximal effect; on the % scale 0 is the no-effect control and ±100 the full control effect; nearly all actives have a fitted effect of over 60% in size
#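 Recombinant glycosomal PGK reaction used 1,3-bisphosphoglycerate generated in-well by GAPDH (100nM final) in 100mM TEA pH 7.6, 5mM MgCl2, 0.01% Tween-20. After 60 minutes at room temperature, ATP was read by Kinase-Glo Plus luminescence end-point.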
# The depositor's hits bear a star; i = inactive; ? = inconclusive; · = not tested or not shown; & = joins results of further samples; [ ] = remark or other dose. Unless noted, the call rests on the fitted dose curve; in most records, active means well fitted curve in the direction sought with a large enough effect; inconclusive means small, poorly fitted or top-dose-only effect, or another doubt; inactive means no such curve, though single readings can be large; an effect the other way counts as inactive or inconclusive. Not all compounds are listed. The share of hits here may be higher or lower than overall.
SMILES,PI4K2A block,GLS inhibitor,HP1b chromo inh,TrxR1 inh,Pin1 inh,TrxR1 substrate,mIDH1 inhibitor,USP1 inh,Tb PGK inh
Cc1cccn2c(=O)cc(CSc3nnc(NC(=O)COc4ccc(F)cc4)s3)nc12,-2,8%,25%[57 µM],13%[57.1 µM],13%,4%[57.1 µM],11%,-12%,-5%
Cc1cc(Nc2cccc(C(F)(F)F)c2)nc2ccc(NC(=O)c3cccnc3)cc12,-1,-5%,39%[activator],-2%,0%,-9%,-5%,-25%,-7%
Cn1c(=O)c2cc(S(=O)(=O)Nc3ccc4c(c3)OCO4)ccc2n(C)c1=O,1,28%,28%,9%,0%,-1%[57.1 µM],-1%,-1%,-7%
Cc1ccc(NC(=O)Cn2nc(C(=O)O)c3ccccc3c2=O)cc1S(=O)(=O)N1CCCCC1,0,22%,18%,11%[57.1 µM],10%,6%[57.1 µM],-3%,-21%,-2%
COc1ccc(NC(=O)CSc2nc(-c3ccco3)nc3cc(=O)[nH]n23)cc1Cl,1,-18%,-3%,3%[57.1 µM],-11%,5%[57.1 µM],7%,-17%,-4%
Cc1ccc(NC(=S)N2CCN(c3ncccn3)CC2)cc1C,4,14%,15%,0%,4%,2%,2%,-6%,-2%
CCOC(=O)c1nn(-c2cccc(C)c2)c2nc(-c3ccccc3)c(C#N)c(=O)n12,6,7%,11%,58%[activator][57.1 µM],5%,34%[57.1 µM],-3%,-10%,4%
CNC(=O)C(=O)Nc1ccc(C)cc1C,-4,2%,17%,16%,-9%,5%,10%,-17%,-1%
NC(=O)Cn1cc(C(=O)c2cccs2)c2ccccc21,-6,3%,13%,-11%,6%,-10%,1%,-5%,2%
Cn1c(=O)c2c(nc(N3CCOCC3)n2CC(=O)C23CC4CC(CC(C4)C2)C3)n(C)c1=O,2,-9%,15%,-14%,-7%,-11%,4%,-18%,-8%
Cc1[nH]c(=O)[nH]c(=O)c1S(=O)(=O)N1c2ccc(F)cc2CCC1C (stereo unspecified),-3,3%,40%,-7%[57.1 µM],-2%,4%[57.1 µM],12%,-9%,4%
CC(NC(=O)c1cccc(S(=O)(=O)N2CCN(Cc3ccccc3)CC2)c1)c1ccc(Br)cc1 (stereo unspecified),0,14%,10%,-5%,25%,-11%,-4%,-16%,9%
N#CC1=C(N)Oc2cc(N)ccc2C1c1ccccc1Cl (stereo unspecified),0,-9%,25%,2%,1%,4%,-5%,-3%,7%
Cc1ccc(C(=O)Nc2ccc(C(=O)N/N=C/c3c[nH]c4ccccc34)cc2)cc1,2,-9%,29%,15%[57.1 µM],8%,-21%[57.1 µM],5%,-12%,i
CCCCN1C(=O)CN(CCc2ccccc2)C(=O)C1c1ccc(OC)cc1 (stereo unspecified),4,-1%,15%,11%,1%,7%,2%,1%,i
Cc1ccccc1Cn1c2ccccc2c2cnn(CC(=O)NCc3ccccn3)c(=O)c21,-2&-4,3%&0%,33%&25%,9%&-3%,-1%&16%,11%&1%,6%&-5%,-22%&-24%,-8%
Cc1ccc(-c2cc(-c3ccc(Cl)cc3)c(C#N)c(N)n2)o1,3,13%,-6%,50µM*,9%,35%[activator],6%,-10%,i
CCOc1ccc2[nH]c3c(NCCO)ncnc3c2c1,-5,6%,27%,32%,-1%,82%[activator],-7%,-28%,-5%
COc1ccc(NC(=O)c2ccc(S(=O)(=O)N3CC(C)CC(C)C3)cc2)cc1S(N)(=O)=O (stereo unspecified),2,1%,45%[activator],22%,?,63%[activator],-7%,-19%,10%
Cc1cc2c(cc1C)C(c1cc(Br)ccc1F)CC(=O)N2 (stereo unspecified),-2,2%,15%,-3%,0%,-7%,6%,-12%,i
Cc1ccc(S(=O)(=O)Nc2nc(C)c(NC(=O)Nc3ccc(Cl)cc3Cl)s2)cc1,5,36%[activator],-21%,-23%,-11%,-5%,3%,-2%,-3%
c1ccc(Cn2nnc3c(NCC4CC4)ncnc32)cc1,-3,-5%,·,·,·,·,-4%,-11%,7%
O=C(O)C1(O)C[C@H](O)C(O)[C@@H](O)C1 (stereo partly specified),0,-5%,23%,6%,4%,3%,-2%,-16%,10%
O=C(Nc1ccccc1)Nc1ccccc1NS(=O)(=O)c1cccs1,-9,17%,32%,17%,4%,1%,9%,-25%,-1%
CC1=C(C)C(=O)N(CCC(=O)O)C1=O,0,-6%,29%,2%,0%,4%,6%,-9%,i

# Sorted by value in TrxR1 substrate (largest number first): three of the compounds above.
compound,PI4K2A block,GLS inhibitor,HP1b chromo inh,TrxR1 inh,Pin1 inh,TrxR1 substrate,USP1 inh,Tb PGK inh
CNC(=O)C(=O)Nc1ccc(C)cc1C,-4,2%,17%,16%,-9%,5%,-17%,-1%
CC1=C(C)C(=O)N(CCC(=O)O)C1=O,0,-6%,29%,2%,0%,4%,-9%,i
Cc1cc2c(cc1C)C(c1cc(Br)ccc1F)CC(=O)N2 (stereo unspecified),-2,2%,15%,-3%,0%,-7%,-12%,i

# Continued:
SMILES,PI4K2A block,GLS inhibitor,HP1b chromo inh,TrxR1 inh,Pin1 inh,TrxR1 substrate,mIDH1 inhibitor,USP1 inh,Tb PGK inh
CCN(C(=O)COC(=O)c1cccnc1SC)C1CCS(=O)(=O)C1 (stereo unspecified),-7,-3%,33%[activator],8%,3%,7%,4%,-9%,3%
CC1(C)Cc2c(C#N)c(SCc3ccccc3)nc(N3CCOCC3)c2CO1,-9,14%,20%,4%,?,-4%,-5%,-6%,2%
COc1ccc2c(Cl)c(C(=O)NN3CCN(C)CC3)sc2c1,3,-10%,3%,4%[57.1 µM],-1%,-7%,0%,-16%,-5%
CCN(CC)CCN1C(=O)c2ccccc2NC1c1ccccc1F (stereo unspecified),-1,8%,5%,45%[activator],-2%,140%[activator],3%,-7%,-2%
CCN(CC(=O)NC1CCS(=O)(=O)C1)S(=O)(=O)c1c(C)c(C)cc(C)c1C (stereo unspecified),-6,0%,33%,-4%,-3%,-8%,11%,-15%,i
Cc1cc(C)nc(SCc2cc(=O)c(OC(=O)c3cccc([N+](=O)[O-])c3)co2)n1,12,28%,21%,?,-3%,-8%,1%,-4%,2%
COc1ccccc1/C=C/C(=O)NCC(=O)N/N=C/c1cc(Br)ccc1OC,2,1%,40%[activator],16%[57.1 µM],4%,9%[57.1 µM],9%,-20%,-5%
CCCN1CNc2c(c(=O)[nH]c(=S)n2CCc2cc(Cl)cc(Cl)c2)C1,·,·,28%,1%,11%,-8%,·,·,·
COc1cccc(C2c3[nH]c4ccccc4c3C[C@H]3C(=O)N(C)CC(=O)N23)c1 (stereo partly specified),7,4%,-3%,12%,1%,5%,-2%,0%,-2%
Cc1ccc(NC(=O)c2nc(C)n(-c3ccc([N+](=O)[O-])cc3)n2)cc1,1,-6%,34%,-5%,-7%,-1%,8%,-15%,i
COc1cccc(N2CC(NC(=O)C(=O)c3c[nH]c4ccccc34)CC2=O)c1 (stereo unspecified),1,3%,14%,5%,1%,-1%,3%,-3%,-7%
O=C1CCC(C(=O)OCC(=O)Nc2ccc(Cl)cc2C(F)(F)F)=NN1,-2,2%,31%,35%[activator],-6%,7%,-6%,-4%,-7%
CCN(CC)CCC(c1ccc(N(C)C)cc1)c1c(OC)cc(OC)c2c1OC(=O)CC2c1ccc(OC)cc1 (stereo unspecified),·,·,?,-17%,20%,-4%,·,·,·

# Whole records from above. Order of screens: PI4K2A block	GLS inhibitor	HP1b chromo inh	TrxR1 inh	Pin1 inh	TrxR1 substrate	mIDH1 inhibitor	USP1 inh	Tb PGK inh
# CCCN1CNc2c(c(=O)[nH]c(=S)n2CCc2cc(Cl)cc(Cl)c2)C1 in the list: ·	·	28%	1%	11%	-8%	·	·	·
# Cc1cc(C)nc(SCc2cc(=O)c(OC(=O)c3cccc([N+](=O)[O-])c3)co2)n1 in the list: 12	28%	21%	?	-3%	-8%	1%	-4%	2%
# COc1ccc2c(Cl)c(C(=O)NN3CCN(C)CC3)sc2c1 in the list: 3	-10%	3%	4%[57.1 µM]	-1%	-7%	0%	-16%	-5%
# O=C1CCC(C(=O)OCC(=O)Nc2ccc(Cl)cc2C(F)(F)F)=NN1 in the list: -2	2%	31%	35%[activator]	-6%	7%	-6%	-4%	-7%
